# MCL1-BIM inh = inhibitors of MCL1 binding to BIM-BH3, primary screen, biochemical, fluorescence polarization | GST-MCL1 / FITC-Bim-BH3 fluorescence polarization | Induced myeloid leukemia cell differentiation protein Mcl-1 (Homo sapiens), Q07820 | inhibition, % at 10.9 µM | actives 0.68% (n = 320,000);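 active = inhibition above the mean inhibition of all tested compounds plus 3 SD, set per campaign, cut at about 40% in these data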;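 also: 0% = DMSO wells and 100% = unlabeled Bim-BH3 peptide control; higher means more loss of mP so more displacement of Bim peptide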
# Target sequence (Q07820 whole entry, looked up): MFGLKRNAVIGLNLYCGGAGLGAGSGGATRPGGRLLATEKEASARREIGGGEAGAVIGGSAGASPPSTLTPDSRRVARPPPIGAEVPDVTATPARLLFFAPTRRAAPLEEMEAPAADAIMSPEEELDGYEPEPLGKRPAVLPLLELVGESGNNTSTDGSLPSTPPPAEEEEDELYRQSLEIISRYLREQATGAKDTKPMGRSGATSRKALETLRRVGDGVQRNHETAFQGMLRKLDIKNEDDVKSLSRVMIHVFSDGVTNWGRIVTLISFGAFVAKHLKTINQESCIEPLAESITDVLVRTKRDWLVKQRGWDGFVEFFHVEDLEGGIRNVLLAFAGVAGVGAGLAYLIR
# PME-1 inh = PME-1 inhibitors via competitive probe labeling, primary screen, biochemical, fluorescence polarization, FP-Rh probe, HTS; inhibition, % at 5.9 µM; actives 0.53% (n = 320,000); recombinant PME-1; Protein phosphatase methylesterase 1 (Homo sapiens), Q9Y570; AID 2130, 2009;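 active = inhibition above the campaign mean of all compounds plus 3 SD, cut at about 26% in these data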;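 also: competitive labeling of PME-1 active site by serine hydrolase directed probe; 0% = PME-1 with DMSO and 100% = wells lacking PME-1 enzyme; inhibitors block probe labeling so polarization falls and inhibition rises; many of its hits are not listed in these tables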
# Fam108B inh = mouse Fam108B serine hydrolase inhibitors, primary screen, counter-screen for RBBP9 inhibitor project, biochemical, fluorescence polarization; recombinant Fam108B, FP-Rh probe fluorescence polarization; inhibition, % at 9.51 µM; actives 0.33% (n = 300,000); AID 1947, 2009;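 active = inhibition above the screen mean inhibition plus 3 SD, computed separately per campaign, cut at about 18% in these data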;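 also: inhibitors lower polarization as less probe binds the enzyme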
# GRK2 inh = compounds blocking aptamer binding on GRK2 – biochemical, human GRK2, bead flow cytometry, HTS, primary screen; Beta-adrenergic receptor kinase 1 (Homo sapiens), P25098; FAM-aptamer displacement from GRK2; inhibition of aptamer binding, % at 10 µM; actives 0.59% (n = 330,000); AID 488847, 2010;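 active = inhibition of aptamer binding above 40%, roughly 3 SD of noise, on plates passing a quality check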;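 also: median bead fluorescence of bound FAM aptamer so fluorescent compounds give negative values; no value below 0 was filed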
# Target sequence (P25098 whole entry, looked up): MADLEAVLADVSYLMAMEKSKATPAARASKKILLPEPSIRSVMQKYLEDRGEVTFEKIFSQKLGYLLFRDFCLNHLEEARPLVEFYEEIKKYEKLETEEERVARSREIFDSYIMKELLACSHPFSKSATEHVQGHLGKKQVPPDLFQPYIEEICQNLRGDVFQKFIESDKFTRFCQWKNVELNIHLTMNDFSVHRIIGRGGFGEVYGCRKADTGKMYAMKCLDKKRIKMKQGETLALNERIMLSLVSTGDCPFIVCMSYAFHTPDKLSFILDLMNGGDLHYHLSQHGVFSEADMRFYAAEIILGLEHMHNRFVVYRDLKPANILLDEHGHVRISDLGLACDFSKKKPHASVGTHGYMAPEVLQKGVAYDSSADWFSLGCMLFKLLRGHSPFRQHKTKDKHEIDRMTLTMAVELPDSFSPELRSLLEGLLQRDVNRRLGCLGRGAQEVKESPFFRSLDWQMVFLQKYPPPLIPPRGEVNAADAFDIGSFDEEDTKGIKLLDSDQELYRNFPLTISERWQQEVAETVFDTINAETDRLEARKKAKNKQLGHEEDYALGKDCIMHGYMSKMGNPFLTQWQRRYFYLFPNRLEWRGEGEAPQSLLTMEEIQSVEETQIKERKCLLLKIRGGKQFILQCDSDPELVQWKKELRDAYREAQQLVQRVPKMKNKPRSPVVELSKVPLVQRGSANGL
# BCLXL inh = inhibitors of human Bcl-xL, primary screen, biochemical, fluorescence polarization, HTS. AID 2129, 2009. Bcl-2-like protein 1 (Homo sapiens), Q07817. actives 0.7% (n = 320,000). inhibition, % at 10.9 µM. GST-Bcl-xL / FITC-Bim BH3 peptide fluorescence polarization;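 active = inhibition above the mean of all tested compounds plus 3 SD, cutoff set per campaign, cut at about 30% in these data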;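 also: 0% = DMSO wells and 100% = unlabeled Bim-BH3 peptide competitor; inhibitors lower millipolarization by displacing the labeled peptide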
# Efflux pump mplx = inhibitors of Candida efflux pumps in yeast, primary screen, S. cerevisiae, Nile Red, multiplex | S. cerevisiae Candida pump triplex | inhibition, % at 10 µM | actives 0.44% (n = 330,000) | AID 485275, 2010;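 active = plate passing quality check with inhibition over a set limit, or well fluorescence over plate mean plus 4 SD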;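 also: Nile Red retained in pooled yeast measured as flow cytometry median fluorescence; 0% = buffer negative control and 100% = Enniatin B positive control; higher means more Nile Red kept so more efflux inhibition; some compounds called inactive have numbers as strong as hits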
# VLA-4 inh = inhibition in human VLA-4 binding assay, primary screen, VLA-4 allosteric modulator project, MLPCN library, flow cytometry, VLA-4 expressing cells. inhibition, % (about 7 µM as worked out from the volumes in the protocol). ligand binding flow cytometry. Integrin alpha-4 (Homo sapiens), P13612. actives 0.2% (n = 330,000); in the data active = inhibition above about 50%
# GLD-1 TGE inh = GLD-1/TGE RNA complex disruptors, primary screen, biochemical, fluorescence polarization. purified GLD-1 + fluorescein TGE RNA. inhibition, % at 5.96 µM. actives 0.44% (n = 320,000). AID 2280, 2010;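 active = percent inhibition above a per-plate cutoff, the plate mean of test compounds plus 3 SD, cut at about 30% in these data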;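 also: 0% = DMSO wells with GLD-1 and probe and 100% = wells lacking GLD-1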
# MEX-5 binding = MEX-5 zinc finger RNA-binding disruptors – biochemical, C. elegans, fluorescence polarization, MLPCN library, primary screen | Zinc finger protein mex-5 (Caenorhabditis elegans), Q9XUB2 | AID 1832, 2009 | MEX-5/FITC-TCR2 RNA binding; hits give low values | actives 0.38% (n = 300,000) | activity score (negative = inhibition of binding), % at 10 µM;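 active = inhibition past about -25% in most replicates, and total fluorescence under double the plate's negative control median, limit read from the data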;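 also: 0% = DMSO and -100% = 5 µM competing unlabeled TCR2 RNA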
# * = called active by the depositor; x = no result given; + = active, no number.
# The opening five records as a preview:
SMILES,MCL1-BIM inh,PME-1 inh,Fam108B inh,GRK2 inh,BCLXL inh,Efflux pump mplx,VLA-4 inh,GLD-1 TGE inh,MEX-5 binding
COc1ccc(Cl)cc1NC(=O)C/C(C)=N/NC(=O)CC#N,-7,2,0,3,1,-0.1,1,2,1.4
O=C(C(=O)N1CCN(c2ccccc2F)CC1)c1cn(CC(=O)N2CCOCC2)c2ccccc12,0,4,2,7,-1,0.0,-107,6,-0.8
Cc1ccc(S(=O)(=O)N(CC(=O)N2CCCCC2)c2cccc(C)c2)cc1,-2,-2,0,0,1,0.0,1,7,0.4
O=C(NCCS(=O)(=O)N1CCC2(CC1)OCCO2)c1ccccc1,-2,-2,0,0,5,-0.1,2,3,-0.8
O=c1oc2cc(O)c(Cl)cc2c2ccccc12,-2,3,3,1,3,-0.3,13,9,-0.7

# The whole of this part, from the start:
SMILES,MCL1-BIM inh,PME-1 inh,Fam108B inh,GRK2 inh,BCLXL inh,Efflux pump mplx,VLA-4 inh,GLD-1 TGE inh,MEX-5 binding
COc1ccc(Cl)cc1NC(=O)C/C(C)=N/NC(=O)CC#N,-7,2,0,3,1,-0.1,1,2,1.4
O=C(C(=O)N1CCN(c2ccccc2F)CC1)c1cn(CC(=O)N2CCOCC2)c2ccccc12,0,4,2,7,-1,0.0,-107,6,-0.8
Cc1ccc(S(=O)(=O)N(CC(=O)N2CCCCC2)c2cccc(C)c2)cc1,-2,-2,0,0,1,0.0,1,7,0.4
O=C(NCCS(=O)(=O)N1CCC2(CC1)OCCO2)c1ccccc1,-2,-2,0,0,5,-0.1,2,3,-0.8
O=c1oc2cc(O)c(Cl)cc2c2ccccc12,-2,3,3,1,3,-0.3,13,9,-0.7
COc1cc(C)c(CNc2ccc(OC)c(OC)c2)cc1C,31,18,5,6,36*,-0.1,-50,4,-8.0
CCn1cc(C(=O)NCc2ccc3c(c2)OCO3)c2cc(OC)c(OC)cc2c1=O,-2,5,2,3,4,0.0,-1,-3,-1.2
N/C(=N\NC(=O)c1ccc(Cl)cc1)c1cnccn1,-3,3,-1,31,3,-0.1,-6,1,-3.7
Cn1cc(S(=O)(=O)N2CCC(Cc3ccccc3)CC2)c(=O)n(C)c1=O,0,-2,0,0,-3,0.0,-9,0,1.4
CCOCCCNC(=O)c1cn(C)c(=O)c2cc(OC)c(OC)cc12,11,1,4,3,8,-0.1,4,2,0.6
COC(=O)N/C(C)=C1/NC(=O)c2ccccc2C(c2ccccc2)N1 (stereo not drawn),-2,8,15,4,0,0.0,4,-1,-0.8
CCNc1cccc2c1C(=O)N(C)C2=O,+,-6,-3,2,177*,0.0,-9,180*,0.1
O=C(CCNC(=O)c1ccccc1Cl)Nc1nc2ccccc2[nH]1,x,x,x,0,x,-0.1,4,5,x
O=C(Nc1ccc(Oc2ccccc2)cc1)N[C@@H](Cc1ccccc1)C(=O)O,0,4,-1,3,2,-0.1,3,-2,-0.5
Cc1ccccc1C(=O)N1CCN(c2nc(N3CCOCC3)nc(N3CCOCC3)n2)CC1,-14,-2,4,0,-8,0.0,22,9,-0.1
NC(=O)[C@@H]1CCCN1Cc1nc(Cc2cccc(C(F)(F)F)c2)no1,-6,1,-2,0,-4,0.0,8,4,-3.9
O=C(Nc1nnc(-c2ccccc2)o1)Nc1ccc(F)cc1F,4,6,0,1,2,0.0,6,1,0.5
Cc1ccc2cc(CCNC(=O)c3ccco3)c(=O)[nH]c2c1C,7,-3,-2,0,3,0.0,-14,6,-3.4
O=C(Cn1cc([N+](=O)[O-])cn1)Nc1nc2ccccc2s1,4,-5,8,1,6,1.8,-9,8,-0.6
Cn1nc(-c2ccccc2)c(C(O)c2ccc(Cl)cc2)c1Cl (stereo not drawn),-6,-4,-5,0,7,0.2,4,-2,0.9
COc1cccc(NC(=O)CN(C2=NC3CS(=O)(=O)CC3S2)c2cccc(C)c2)c1 (stereo not drawn),7,-1,-2,3,3,-0.2,-10,5,0.5
CCC(C)(C(=O)NC1CCCCC1)N(Cc1ccco1)C(=O)c1ccccn1 (stereo not drawn),3,0,-1,0,1,-0.1,4,7,1.0
c1cncc(-c2nc(NCc3ccco3)c3ccccc3n2)c1,1,6,1,0,2,0.0,-5,-3,-1.5
N#Cc1nc(Cc2ccccc2)oc1N1CCN(c2cccc(Cl)c2)CC1,3,-7,-3,0,0,0.3,6,5,1.0
CC(CCO)Nc1nc2c([nH]1)c(=O)n(C)c(=O)n2C (stereo not drawn),0,-2,-4,1,-3,0.1,-12,1,1.4
O=C(Nc1nccs1)c1nc(-c2ccccc2)n(-c2ccccc2)n1,-3,2,0,0,-3,0.0,16,3,0.0
CCN(CC(=O)Nc1cc(Cl)ccc1C)C(=O)C1COc2ccccc2O1 (stereo not drawn),-5,7,x,5,4,-0.1,5,5,x
O=C1CN(C(=O)/C=C/c2ccc(Br)cc2)CCN1,x,x,x,0,x,0.1,-8,x,0.2
NCCCn1cnc2ccccc21,5,-3,-7,0,6,0.1,3,-8,3.1
COc1ccc(N(CC(=O)N2CCN(c3ccccc3F)CC2)S(=O)(=O)c2ccc(C)cc2)cc1,2,-4,-5,3,-1,-0.4,25,-1,3.0
O=C(O)c1ccc(NC2=C(n3nnc4ccccc43)C(=O)c3ccccc3C2=O)cc1,5,3,7,24,7,-0.2,3,-5,2.1
N#Cc1ccc(C(CC(=O)O)N2Cc3ccccc3C2=O)cc1 (stereo not drawn),2,3,1,0,4,-0.2,4,3,1.7
CN1CCN(c2nc(-c3ccc(Cl)cc3)cc(=O)[nH]2)CC1,-5,-4,4,0,8,0.0,11,0,-0.3
Cc1no[n+]([O-])c1COc1ccc(/C=C2\NC(=S)NC2=O)cc1,-6,-22,-16,5,-3,0.0,-17,-7,-2.1
COc1cc(C(=O)NCCC(=O)NCc2c(F)cc(F)cc2F)cc(OC)c1OC,10,-5,3,1,9,0.1,-6,2,-1.3
CN(C)c1nc(SCCOC(=O)COc2ccc(Cl)cc2Cl)nc(N(C)C)n1,1,-5,-4,0,3,0.0,-4,8,-1.7
COc1ccc(Nc2nc(-c3ccccc3O)nc3ccccc23)cc1,-2,17,25*,0,7,0.1,11,-9,-5.2
COc1ccc2c3c(c(=O)oc2c1OCC(N)=O)CCCC3,3,8,1,0,3,0.2,8,1,1.2
CC1CCCC(C)N1C(=O)COC(=O)c1cc(S(=O)(=O)N2CCOCC2)ccc1Cl (stereo not drawn),-5,0,2,0,3,0.1,4,-3,-1.5
COc1ccc(NC(=O)CNC(=O)c2nn(-c3ccc(OC)c(Cl)c3)c(=O)c3ccccc23)c(OC)c1,-21,-12,-11,1,-17,0.4,-13,-8,1.1
COc1ccc(CCN=C(N)NS(=O)(=O)c2cccs2)cc1OC,-16,-5,-8,2,-2,1.0,-7,-9,0.1
O=C(Nc1cccnc1)c1ccc(Cl)c(S(=O)(=O)N2CCCCC2)c1,0,-4,-3,1,2,0.1,-4,6,0.6
O=C(c1cccs1)N1CCC(c2nc3c(nnn3Cc3cccc(Cl)c3)c(=O)[nH]2)CC1,16,19,7,0,9,0.0,4,4,-3.3
CCc1nc(SCC(=O)N2CCCC2)c2c(=O)n(C)c(=O)n(C)c2n1,7,8,-1,0,0,0.1,8,3,0.0
CC1(C)SC(=S)N(/N=C/c2ccc(O)cc2)C1N(O)C(=O)Nc1ccc([N+](=O)[O-])cc1 (stereo not drawn),1,7,13,16,1,0.2,1,-7,1.0
CCn1cc(C(=O)NCc2ccco2)c(=O)c2cc(S(=O)(=O)N3CCCC3)ccc21,9,-8,-2,2,11,-0.1,-4,-5,-0.7
CCN(Cc1ccccc1)CC(O)COc1ccccc1 (stereo not drawn),-2,-1,-4,2,1,0.2,-2,-1,0.0
Cc1cc(C)cc(NC(=O)COC(=O)c2cc(C)oc2C)c1,-1,2,-2,0,6,0.0,4,-1,-1.6
CC1=CC(=C(C#N)c2nc3ccccc3s2)C=C(C)N1c1ccc(F)cc1,-8,10,10,2,6,0.3,10,3,1.5
COc1ccc(CC(=O)NC2CCS(=O)(=O)C2)cc1 (stereo not drawn),1,-1,-3,2,1,-0.2,-6,3,0.8

# Following part.
SMILES,MCL1-BIM inh,PME-1 inh,Fam108B inh,GRK2 inh,BCLXL inh,Efflux pump mplx,VLA-4 inh,GLD-1 TGE inh,MEX-5 binding
CCCc1[nH]n(-c2ccc([N+](=O)[O-])cc2)c(=O)c1C=NCCCn1ccnc1,7,0,1,0,5,0.1,-1,-8,-0.2
CCc1ccccc1NC(=O)c1ccc2snnc2c1,-3,-3,2,0,0,0.2,0,4,-2.4
O=C(Nc1nccs1)C1CCCN(S(=O)(=O)c2cccnc2)C1 (stereo not drawn),8,8,0,0,3,-0.1,36,4,1.6
CCOC(=O)c1sc(NC(=O)CSc2nc(-c3ccco3)cc(C(F)(F)F)n2)c(C(=O)OC)c1C,3,-4,2,0,2,-0.1,-8,11,-1.9
O=C(Nc1cnccn1)C1c2ccccc2Oc2ccccc21,1,4,-3,1,2,-0.3,7,4,1.5
O=C(O)c1ccccc1-c1ccccc1C(=O)Nc1ccc2c(c1)[nH]c(=O)c1ccccc12,8,10,-8,0,16,0.1,11,-12,-4.9
Cc1ccc(S(=O)(=O)NCC(=O)OCC(=O)Nc2cccc(S(=O)(=O)NC3=NCCCCC3)c2)cc1C,-9,-1,-3,0,-6,-0.1,29,4,0.3
CC(Nc1ccc(Cl)cc1)c1cc(Cl)ccc1O (stereo not drawn),2,0,1,0,5,0.0,-2,3,2.4

# Compound profiles, from the list above:
# Record of `COc1cc(C)c(CNc2ccc(OC)c(OC)c2)cc1C` → MCL1-BIM inh: 31; PME-1 inh: 18; Fam108B inh: 5; GRK2 inh: 6; BCLXL inh: 36*; Efflux pump mplx: -0.1; VLA-4 inh: -50; GLD-1 TGE inh: 4; MEX-5 binding: -8.0
# Record of `N#Cc1ccc(C(CC(=O)O)N2Cc3ccccc3C2=O)cc1` (stereo not drawn) → MCL1-BIM inh: 2; PME-1 inh: 3; Fam108B inh: 1; GRK2 inh: 0; BCLXL inh: 4; Efflux pump mplx: -0.2; VLA-4 inh: 4; GLD-1 TGE inh: 3; MEX-5 binding: 1.7

# Only part of the results is shown; the hit share may differ from the screen's.
